procasp7 counter = counter-screen for procaspase-3 activators: activators of human procaspase-7 | P55210 | activation, % at 8.5 µM | AID 463210 | recombinant procaspase-7, Ac-DEVD-pNA absorbance 405 nm; D23A/D198A/D206A triple mutant, cannot self-cleave; scale: DMSO 0, 5 µM enzyme 100 | 0.093% of 330,000 active;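 active means percent activation above the screen-wide mean plus 3 SD, cut at about 25% in these data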
Target sequence (P55210 whole entry D23A/D198A/D206A): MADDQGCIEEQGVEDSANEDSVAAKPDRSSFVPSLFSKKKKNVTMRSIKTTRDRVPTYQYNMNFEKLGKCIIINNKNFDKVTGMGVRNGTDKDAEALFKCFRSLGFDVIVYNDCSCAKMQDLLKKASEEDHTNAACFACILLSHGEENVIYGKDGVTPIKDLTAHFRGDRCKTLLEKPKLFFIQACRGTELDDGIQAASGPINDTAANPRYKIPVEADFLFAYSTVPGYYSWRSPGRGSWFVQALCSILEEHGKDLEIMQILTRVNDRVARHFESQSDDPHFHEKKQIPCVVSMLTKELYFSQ
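signal = Epi-absorbance of released pNA at 405 nm, two timepoints | assay system = Uncleavable procaspase-7 mutant enzyme | reagent = Ac-DEVD-pNA substrate, 400 µM as added | times = 1 h enzyme–compound preincubation and 2 h substrate reaction, both 25 °C | benchmarks = low DMSO alone, high DMSO plus 5 µM PC-7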
VLA-4 inh = inhibition in a human VLA-4 binding assay; inhibition, % (about 7 µM as worked out from the volumes in the protocol); VLA-4 expressing cells, ligand binding flow cytometry; AID 2557; P13612; 0.2% of 330,000 active; in the data active means inhibition above about 50%
PP1 inh = blocks human PP1-alpha phosphatase, a PP5 counter-screen. inhibition, % at 6.7 µM. AID 2235. 0.9% of 320,000 active. purified PP1alpha, OMFP fluorescence;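 active means inhibition above the mean inhibition of all tested compounds plus 3 SD, computed separately for each screening campaign, cut at about 15% in these data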
procasp3 activ = activates human procaspase-3 | P42574 | recombinant procaspase-3 D3A, Ac-DEVD-pNA absorbance 405 nm | activation, % at 8.5 µM | 0.11% of 330,000 active | AID 463141;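 active means activation above the mean of all tested compounds plus 3 SD, cut at about 21% in these data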;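 further: 0% = DMSO alone and 100% = DMSO wells spiked with extra 5 µM PC-3 D3A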
Target sequence (P42574 whole entry D9A/D28A/D175A): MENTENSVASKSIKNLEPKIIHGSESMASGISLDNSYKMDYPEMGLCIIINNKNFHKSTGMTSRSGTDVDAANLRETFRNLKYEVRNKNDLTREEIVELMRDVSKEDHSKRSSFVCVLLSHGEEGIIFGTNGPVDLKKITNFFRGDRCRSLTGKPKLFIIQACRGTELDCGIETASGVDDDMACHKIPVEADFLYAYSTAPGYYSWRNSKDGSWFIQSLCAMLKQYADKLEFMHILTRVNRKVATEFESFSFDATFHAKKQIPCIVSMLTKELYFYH
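Assay system: Autoprocessing-dead procaspase-3 D3A mutant enzyme; also added: Ac-DEVD-pNA; doses: one concentration, 8.5 µM nominal, 0.8% DMSO; times: 1 h compound preincubation, 2 h substrate hydrolysis at 25 °C; technique: 405 nm absorbance of p-nitroaniline, reads at 0 and 120 min; measure: % activation between DMSO and enzyme-spiked controls; repeats: single replicate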
GASC-1 inh = human JMJD2C demethylase inhibition; Q9H3R0; GST-JMJD2C(1-420) H3K9me3 demethylation, DELFIA europium; inhibition, % at 2.35 µM; 0.069% of 330,000 active; AID 2099;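 active means more than half of a compound's replicate wells show inhibition beyond 50%, single wells judged on their own value; inconclusive means some, but no more than half, of replicates pass 50% inhibition; inactive means no replicate passes 50% inhibition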;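 further: signal counts dimethyl H3K9 product captured on neutravidin plate; 0% = median of DMSO wells and 100% = 0.3 times that DMSO median; strong numbers were not always called active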
Fh CTSL1 inh = counter-screen for PFM18AAP inhibitors: inhibitors of F. hepatica cathepsin L1 | 0.49% of 300,000 active | inhibition, % at 5.96 µM | AID 1906 | recombinant F. hepatica cathepsin L1, Z-Leu-Arg-MCA fluorescence;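 active means inhibition above the mean of all tested compounds plus 3 SD, set per screening campaign, cut at about 17% in these data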;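 further: 0% = plate median of test compound wells and 100% = 1 µM Z-Phe-Ala-diazomethylketone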
core dimer inh = HCV core protein dimerization inhibition; AID 1899; inhibition, % at 5 µM; TR-FRET GST/Flag-core106 dimerization, 1536-well; 0.33% of 300,000 active;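 active means inhibition above the mean of all tested compounds plus 3 SD, set per screening campaign, cut at about 45% in these data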
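Test system: GST/Flag-tagged HCV core106 proteins; Medium: KF-containing HEPES buffer, pH 7.45, DTT, CHAPS, BSA; Times: compound-protein-antibody incubation 4 h at 22.5 °C; Detection: TR-FRET 671 and 617 nm emission; Benchmarks: wells lacking GST-core106 and wells with excess unlabelled core106.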
PP5 inh = blocks human protein phosphatase 5 activity; 0.18% of 320,000 active; AID 1987; inhibition, % at 6.7 µM; purified PP5c, OMFP substrate fluorescence;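 active means inhibition above the campaign's mean inhibition across all tested compounds plus 3 SD, cut at about 9.5% in these data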;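 further: 0% = DMSO only and 100% = 100 µM cantharidin control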
Target sequence (P53041 whole entry, looked up): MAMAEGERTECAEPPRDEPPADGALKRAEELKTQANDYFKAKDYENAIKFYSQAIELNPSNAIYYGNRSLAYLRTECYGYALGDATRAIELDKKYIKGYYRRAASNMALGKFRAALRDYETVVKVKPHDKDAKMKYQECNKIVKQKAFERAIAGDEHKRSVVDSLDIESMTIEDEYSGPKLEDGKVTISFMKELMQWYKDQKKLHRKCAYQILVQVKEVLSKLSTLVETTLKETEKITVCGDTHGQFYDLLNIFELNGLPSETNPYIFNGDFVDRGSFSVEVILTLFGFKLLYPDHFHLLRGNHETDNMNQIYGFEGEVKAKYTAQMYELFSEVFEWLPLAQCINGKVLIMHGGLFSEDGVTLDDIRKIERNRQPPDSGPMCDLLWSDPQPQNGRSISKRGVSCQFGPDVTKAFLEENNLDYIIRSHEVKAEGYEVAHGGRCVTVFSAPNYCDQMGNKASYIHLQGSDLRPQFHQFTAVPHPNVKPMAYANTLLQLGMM
GRK2 inh = inhibitors of human GRK2 displacing RNA aptamer; P25098; AID 488847; bead flow cytometry, FAM-aptamer displacement from GRK2; inhibition of aptamer binding, % at 10 µM; 0.59% of 330,000 active;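 active means inhibition of aptamer binding above 40%, roughly 3 SD of noise, on plates passing a quality check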;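 further: median bead fluorescence of bound FAM aptamer so fluorescent compounds give negative values; no value below 0 was filed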
An asterisk follows results filed as active; ? = inconclusive; nt = no result given; & = joins results of further samples.

Screens in order: procasp7 counter	VLA-4 inh	PP1 inh	procasp3 activ	GASC-1 inh	Fh CTSL1 inh	core dimer inh	PP5 inh	GRK2 inh
COc1ccc(C)cc1S(=O)(=O)NC1CCCCC1
 : 7	6	-2	-3	-1	-1	-4	-1.2	2
COc1ccc(CNC(=O)CCC(=O)N2CC(C)Oc3ccccc32)cc1 (configuration not stated)
 : 0	2	-1	0	-2	-2	-7	0.6	1
COC(=O)c1cc(OC)c(OC)cc1NC(=S)Nc1cccc(Cl)c1
 : 11	0	0	2	-13	5	-7	1.2	2
COc1ccc(CCNC(=O)CCN2C(=O)c3ccccc3C2=O)cc1OC
 : -2	37	2	3	12	1	3	-0.2	14
Cc1onc(-c2c(F)cccc2Cl)c1C(=O)NCc1ccc2c(c1)OCO2
 : 9	11	-1	4	15	-1	-4	0.1	1
O=C(c1ccc2c(c1)N(Cc1ccccc1)CCS2)N1CCCCC1
 : 0	-29	5	-3	4	0	12	1.5	0
COc1ccc(Nc2cc(Nc3ccccc3)ncn2)cc1
 : 17	1	11	4	-10	-6	7	2.4	2
COC(C(=O)Nc1ccc(S(=O)(=O)Nc2c(C)cccc2C)cc1)c1ccccc1 (configuration not stated)
 : -4	-1	3	-1	-12	7	4	3.4	0
Cc1ccccc1Nc1c(-c2cccnc2)nc2ccc(Br)cn12
 : 3	5	4	11	7	3	10	2.0	1
C/C(=N\Nc1nc2ccc(Cl)cc2o1)c1ccccc1
 : 0	6	-3	-3	-2	-3	-2	2.8	0
O=C(c1ccc2c(=O)n3c(nc2c1)CCCCC3)N1CCCCC1
 : 8	3	-2	-4	7	-2	4	1.2	0
COc1ccc(-c2ocnc2C(=O)Nc2ccccc2N2CCCCC2)cc1
 : 3	-6	5	0	-4	-1	1	2.5	1
Cc1cccc(-c2noc(CN(C(C)C)S(=O)(=O)c3ccc(F)cc3)n2)c1
 : -1	-11	3	-3	0	5	-1	2.2	0
COc1cc(C(=O)N2CCC(O)(c3ccccc3)CC2)cc(OC)c1OC
 : 11	2	-2	0	131	-1	-6	1.8	0
Cc1cc(SCC(=O)c2ccccc2)nc(=O)[nH]1
 : -21	4	0	-13	10	1	2	-1.7	1
Cn1c(=O)oc2cc(S(=O)(=O)N3CCN(C(=O)c4ccco4)CC3)ccc21
 : -1	-2	5	1	-2	-2	-1	7.5	0
COc1ccc(CNC(=O)C(c2ccco2)N(Cc2ccccc2)C(=O)Cc2cccs2)cc1 (configuration not stated)
 : -2	-10	7	6	10	-1	21	3.1	0
CCCn1c(SCc2cc(=O)oc3ccc4ccccc4c23)n[nH]c1=O
 : -8	-18	3	7	-3	6	12	2.2	1
O=C(CSc1ccc(-c2ccncc2)nn1)N1CCCCC1
 : 11	2	0	1	-35	-1	2	0.0	2
COCc1ccc(CN2CCc3c([nH]c4ccccc34)C2CC(C)C)o1 (configuration not stated)
 : -6	-1	2	9	-1	2	3	3.0	3
O=C1/C(=C/c2cccnc2)N=C2CCCCCN12
 : 6	4	-2	1	-9	-2	-10	1.7	0
Cc1ccc(S(=O)(=O)N(Cc2nccn2C)C(C)C)cc1
 : 12	10	-1	-11	1	0	-3	-0.2	3
COc1ccc2cc3cc(C(=O)N4CCCCCC4)oc3nc2c1
 : 10	2	1	6	-10	8	2	-0.5	0
CCCn1c(=O)c2ccccc2n2c(SCC(N)=O)nnc12
 : -5	3	-3	4	4	2	9	0.4	1
CSc1ccc(N/N=C(/C#N)S(=O)(=O)C(C)(C)C)cc1
 : -2	-3	-3	-2	-15	2	0	-1.2	2
Cn1c(=O)c2c(nc(CN3CCC(C(N)=O)CC3)n2Cc2ccccc2F)n(C)c1=O
 : 17	2	-1	12	-9	-2	0	-1.1	1
COc1ccccc1C(=O)NC(=O)COC(=O)CCNS(=O)(=O)c1ccccc1
 : 3	3	-6	6	?	-29	-1	0.6	0
c1cc2c(cc1C1=NNC(=NC3CC3)SC1)OCCO2
 : -11	-1	-3	-14	-1	-2	-2	-0.7	4
CCc1c(C)nc2ncnn2c1N1CCC(C(=O)NCc2ccc3c(c2)OCO3)CC1
 : 10	10	3	7	2	2	0	0.1	0
COc1ccccc1-c1noc(-c2ccccc2C(=O)NCc2ccco2)n1
 : -1	-6	2	-7	-2	-5	-1	-0.2	3

Next part:
Screens in order: procasp7 counter	VLA-4 inh	PP1 inh	procasp3 activ	GASC-1 inh	Fh CTSL1 inh	core dimer inh	PP5 inh	GRK2 inh
CCOC(=O)C1C(=O)NC(c2ccccc2)=NC1c1ccc(Cl)cc1 (configuration not stated)
 : -1	-1	0	1	-1	-1	-1	1.9	3
CC(=O)C1=C(O)CC(c2ccccc2)CC1=NCCc1c(C)[nH]c2ccc(C)cc12 (configuration not stated)
 : -9	18	0	-7	-27	4	9	4.4	1
NS(=O)(=O)c1ccc(NC(=O)C2C3C=CC(C3)C2C(=O)O)cc1 (configuration not stated)
 : 7	-5	-2	9	8	-2	-3	0.9	7
Cc1c(C(=O)NC2CCN(Cc3ccccc3)C2)oc2c(Cl)cccc12 (configuration not stated)
 : 2	-10	0	8	-26	0	2	1.1	0
CCOc1ccc(-c2c(C(=O)N/N=C/c3cccnc3)nnn2-c2nonc2N)cc1
 : 8	6	4	5	-19	2	3	0.9	2
O=C(Nc1nnc(-c2ccccc2)s1)c1cc(S(=O)(=O)N2CCOCC2)c(Cl)cc1Cl
 : 17	18	-4	2	-4	-1	8	-1.9	0
CC(=O)c1cccc(NC(=O)c2ccc(-c3ccccc3[N+](=O)[O-])o2)c1
 : 8	10	-2	14	3	1	9	3.6	1
COc1ccc(-c2csc(NC(=O)CSC(C)C(=O)Nc3cc(C)on3)n2)cc1OC (configuration not stated)
 : -2	1	-4	4	1	nt	nt	-0.6	0
Cc1ccc(CN(C)C(=O)c2c(C)nn(-c3ccccc3)c2C)cc1
 : 5	12	-4	2	2	-2	-1	-3.3	1
C=CCn1cc(/C=N\NC(=O)c2cc3c(ccc4ccccc43)o2)c2ccccc21
 : -7	-13	2	-2	-11	11	28	-8.6	1
Cc1ccnc(NC(=O)c2ccccc2[N+](=O)[O-])c1
 : -4	14	-7	-1	10	-3	0	-2.8	5
C#CCOCCOCCOCCNc1nc(N2CCN(C(=O)[C@H](CCCCN)n3cc(CN)nn3)CC2)nc(N2CCN(C(=O)[C@H](CCCCN)n3cc(CN)nn3)CC2)n1
 : 6	-1	nt	1	-7	nt	nt	nt	0
O=C(NCc1ccccc1)c1ccc2c(c1)C(=O)N(CC1CCCO1)C2=O (configuration not stated)
 : -1	-23	1	-1	-1	-1	-4	2.0	0
COc1cc2c(=O)n(Cc3ccccc3)c(=O)n(CC(=O)NCCc3ccccc3)c2cc1OC
 : 2	-2	-1	6	7	5	5	1.7	2
C=CCN1CC(c2nc3ccccc3n2Cc2ccccc2)CC1=O (configuration not stated)
 : 1	23	-1	8	0	-2	-3	-1.1	2
CN(C)c1ccc(/C=N/NC(=O)c2ccc(Cl)cc2)cc1
 : -5	-10	-1	7	-2	5	-9	0.8	0
COCCCNc1nc2c(c(=O)[nH]c(=O)n2C)n1CC(O)COc1cccc(C)c1 (configuration not stated)
 : -1	-14	0	2	-7	2	-3	1.4	0
COc1ccc(C(=O)NC(C)c2ccc(-n3ccnc3)cc2)c(OC)c1 (configuration not stated)
 : 5	13	-2	2	2	-3	-1	0.4	3
COCc1c(C#N)c(NCCc2ccc(F)cc2)nc(C)c1[N+](=O)[O-]
 : 19	5	2	-5	1	3	2	0.1	2
COc1ccc(CN(C)C(C)C(=O)Nc2ccc(S(=O)(=O)N3CCCCC3)cc2)c(OC)c1 (configuration not stated)
 : 7	22	nt	5	-10	nt	nt	nt	3
C/C=C/c1ccc(OCCOc2ccc(C=O)cc2)c(OC)c1
 : 8	15	6	-19	-2	-5	10	3.6	0
O=C(CNC1CCCC1)Nc1ccc(S(=O)(=O)N2CCCCC2)cc1
 : 4	6	1	-1	-9	-3	-1	3.4	0
CCOC(=O)c1ccc(NS(=O)(=O)c2c(C)n(C)c(=O)n(C)c2=O)cc1
 : -10	-10	-1	-1	-11	3	9	1.8	8
Nc1ncc([N+](=O)[O-])cc1S(=O)(=O)c1ccccc1
 : 1	16	-1	-7	-8	5	-2	-1.0	1
COC(=O)Cn1cc(/C=C/c2cc[n+](C)cc2)c2ccccc21
 : -11	-47	1	-11	29	0	-23	2.9	0
CCN(CC)S(=O)(=O)c1ccc(/C=C/C(=O)N(c2ccccn2)C2CCCCC2)cc1
 : -1	2	0	9	-17	1	6	0.9	3
Cc1ccc2c(c1)nnn2C1CCN(S(=O)(=O)c2ccc(C(=O)N(C)C3CCCCC3)cc2)CC1
 : 5	-28	-1	2	1&-10	0	13	0.5	0
CCOC(=O)c1c(C)c[nH]c1C
 : 8	4	-2	2	-4	-4	-3	0.4	0
Cc1ccccc1NC(=S)N1CCN(Cc2ccc3c(c2)OCO3)CC1
 : 1	12	2	8	-5	-2	-2	3.1	2
Cn1c(=O)c(-c2cc(=O)[nH][nH]2)c(O)c2ccccc21
 : -4	17	0	-4	-19	0	-1	3.0	2

Additional results:
Screens in order: procasp7 counter	VLA-4 inh	PP1 inh	procasp3 activ	GASC-1 inh	Fh CTSL1 inh	core dimer inh	PP5 inh	GRK2 inh
Cc1ccc(-n2cc(CNCCN3CCOC3=O)c(-c3cccc(C)c3)n2)cc1
 : 7	18	-2	-5	-2	-2	-8	-1.0	2
CCCCCn1c(=NC(=O)c2ccco2)c(C(=O)OCC)cc2c(=O)n3ccccc3nc21
 : -25	-2	2	-19	6	0	10	1.7	4
CCCC(O)(CCC)C(=O)NN1CCCCC1
 : 1	0	-20	2	-4	-4	1	1.7	0
Cc1cc(=O)n(C)c(=O)n1CCCCCCOc1ccc([N+](=O)[O-])cc1
 : -8	-8	2	-9	-15	1	-2	-0.6	3
O=C(O)CSC1=NC(=Nc2ccc(Cl)cc2)C2(CCCCC2)N1c1cccc(C(=O)O)c1
 : -5	27	1	2	6	-2	-4	0.1	0
OCCOCCn1c(C(CO)Nc2nc(-c3ccc(F)cc3)cs2)nc2ccccc21 (configuration not stated)
 : -9	nt	-1	1	10	-3	-19	-2.5	nt
CC(Oc1cccnc1[N+](=O)[O-])C(=O)Nc1ccc(Cl)cn1 (configuration not stated)
 : 11	-3	-6	4	-5	nt	nt	0.1	4
Cc1ccc(S(=O)(=O)NCC(=O)OCCOc2cccc(Cl)c2)cc1
 : -9	-4	2	-3	0	nt	nt	4.0	0
O=C(NNC(=O)c1ccc(Cl)cc1Cl)c1csc(-c2cccnc2)n1
 : -7	-1	-1	2	0	7	-1	3.1	0
COCCCn1c(-c2cccs2)nc2nc3ccccc3nc21
 : 0	-3	-2	-4	-4	0	1	-1.5	1
O=C(N/N=C/c1ccncc1)c1cccc(N/N=C/c2ccncc2)c1
 : 8	-3	-3	1	24	4	-1	0.7	2

Compound activity from PubChem.
